High-throughput results (PubChem)
TcdB GH inh: TcdB glycohydrolase inhibitors, primary screen, biochemical, single point, plate reader. Toxin B (Clostridioides difficile), P18177. TcdB glycohydrolase enzymatic assay. inhibition, % at 9.99 µM. hit rate 0.24% among 350,000. AID 652162, 2013; in the data active = inhibition above about 10%
Active calls of the source: *; & = joins results of further samples.

The first five entries, to show the layout:
SMILES | TcdB GH inh
C[C@H]1CCCCO[C@H](CN(C)S(=O)(=O)c2ccc(Cl)cc2)[C@@H](C)CN([C@@H](C)CO)C(=O)c2cc(NS(=O)(=O)c3ccccc3)ccc2O1 | 0.6
CCOC(=O)[C@]12CCC=C1N(Cc1ccco1)C(=O)[C@H](CC(=O)NCCC(C)C)C2 | 1.0
COCC#Cc1ccc([C@H]2[C@H](CO)N3C(=O)CN(C(=O)c4ccncc4)C[C@@H]23)cc1 | -0.7
COC(=O)[C@]12CCCCC=C1N(Cc1ccco1)C(=O)[C@H](CC(=O)N1CCOCC1)C2 | 0.5
O=C(Cc1cccnc1)N1CC2(C1)[C@@H](c1ccccc1)[C@H](CO)N2C(=O)C1CCOCC1 | -1.6

Results (from the top)
SMILES | TcdB GH inh
C[C@H]1CCCCO[C@H](CN(C)S(=O)(=O)c2ccc(Cl)cc2)[C@@H](C)CN([C@@H](C)CO)C(=O)c2cc(NS(=O)(=O)c3ccccc3)ccc2O1 | 0.6
CCOC(=O)[C@]12CCC=C1N(Cc1ccco1)C(=O)[C@H](CC(=O)NCCC(C)C)C2 | 1.0
COCC#Cc1ccc([C@H]2[C@H](CO)N3C(=O)CN(C(=O)c4ccncc4)C[C@@H]23)cc1 | -0.7
COC(=O)[C@]12CCCCC=C1N(Cc1ccco1)C(=O)[C@H](CC(=O)N1CCOCC1)C2 | 0.5
O=C(Cc1cccnc1)N1CC2(C1)[C@@H](c1ccccc1)[C@H](CO)N2C(=O)C1CCOCC1 | -1.6
O=C(N[C@@H](Cc1cccnc1)C(=O)N1CCC[C@H]1C(=O)NC1CCCC1)c1ccccc1 | 0.2
COc1ccc(NC(=O)N(C)C[C@@H]2Oc3ccc(NS(=O)(=O)c4ccc(F)cc4)cc3CC(=O)N([C@H](C)CO)C[C@H]2C)cc1 | -0.8
COc1ccc(C=O)c(-c2c(CCO)sc3ccccc23)c1 | 0.1
C[C@@H]1COc2cccc(NC3CC3)c2S(=O)(=O)N1 | 0.4
COc1ccc2c3c([nH]c2c1)[C@H](CO)N(Cc1cc(F)ccc1F)CC31CN(C(=O)CN(C)C)C1 | -1.4
O=C(C[C@H]1CC[C@@H]2[C@H](COC[C@H](O)CN2S(=O)(=O)c2ccc(Cl)cc2)O1)NCCN1CCCCC1 | -0.2
COc1ccc2c3c([nH]c2c1)[C@@H](CO)N(S(C)(=O)=O)CC31CN(C(=O)Nc2ccccc2)C1 | -0.6
COc1ccc(-c2ccccc2C2Cc3nnccc3CN2)cc1 (centres undefined) | -0.4
O=C(NCc1ccccc1)[C@@H]1CCCN1C(=O)[C@H]1CCCN1C(=O)N1CCCCC1 | 0.1
COc1ccc(CN(C)C[C@H]2Oc3ccc(NC(=O)CCCCCC(=O)Nc4ccccc4N)cc3CC(=O)N([C@@H](C)CO)C[C@@H]2C)cc1 | 0.1
COc1ccc2c3c([nH]c2c1)[C@H](CO)N(Cc1nccs1)CC31CN(Cc2ccncc2)C1 | -0.4
COc1ccc2c3c([nH]c2c1)[C@@H](CO)NCC31CN(Cc2cc(F)ccc2F)C1 | -1.9
COCC(=O)N1CC2(C1)[C@H](c1ccc(-c3ccc(C)cc3)cc1)[C@H](CO)N2C(C)=O | 0.4
COc1ccc(S(=O)(=O)N(C)C[C@@H]2Oc3ccc(NC(=O)Nc4cccc5ccccc45)cc3CC(=O)N([C@H](C)CO)C[C@H]2C)cc1 | -0.9
CCC(=O)N1[C@H](CO)[C@H](c2ccccc2)C12CN(Cc1nccs1)C2 | 0.1
CCNC(=O)N(C)[C@H]1C[C@H]2c3[nH]c4c(-c5ccc6c(c5)OCO6)cccc4c3CCN2C(=O)[C@H]1[C@H](C)O | 1.7
COc1ccc(-c2ccccc2[C@H]2[C@@H](C#N)N(C(=O)C3CC3)[C@@H]2CO)cc1 | 0.8
O=C(Cc1c[nH]c2ccccc12)Nc1ccc(Nc2cccnc2)c(-c2cc(F)cc(F)c2)c1 | -1.5
CC(C)NC(=O)C1C(c2ccc(C(F)(F)F)cc2)=Nc2ccccc2N1C(=O)c1cc2ccccc2[nH]1 (centres undefined) | 1.6
CC(C)C#Cc1ccc([C@@H]2[C@H]3CN(C(=O)NC4CCCCC4)CC(=O)N3[C@H]2CO)cc1 | 0.7
O=C(c1ccccc1F)N1CC[C@@H]2[C@@H](CO)Nc3ccc(-c4ccc(F)cc4)cc3[C@@H]21 | -0.3
COc1ccc2c3c(n(C)c2c1)[C@H](CO)N(C(=O)c1ccc(F)cc1)CC31CN(C(=O)c2ccc(F)cc2)C1 | -0.1
CCC(=O)N[C@H]1C[C@@H]2O[C@@H](CO)CC[C@@H]2O[C@@H]1CCc1ccc(-c2cccc(OC)c2)cc1 | -1.3
C[C@H](NC(=O)[C@@H]1[C@@H](CO)[C@@H]2Cn3c(ccc(C4=CCCC4)c3=O)[C@H]1N2C(=O)C1CC1)c1ccccc1 | -0.4
O=C(CC1CC1)N1CC2(C1)[C@@H](c1ccccc1)[C@H](CO)N2CC1CCOCC1 | 0.8
CO[C@@H]1CN(C)C(=O)c2ccc(NC(=O)CC(F)(F)F)cc2OC[C@@H](C)N(C(=O)C2CC2)C[C@@H]1C | 0.6
O=C(C[C@@H]1CC[C@@H](NC(=O)C2CCOCC2)[C@H](CO)O1)NCC1CC1 | 0.7
CCCCNc1c(-c2cccnc2)nc2nc(C)cc(C)n12 | 0.0
C[C@@H]1CN([C@@H](C)CO)C(=O)c2cc(NC(=O)CCCCCC(=O)Nc3ccccc3N)ccc2O[C@@H]1CN(C)C(=O)Nc1ccc(F)cc1 | 0.0
N#C[C@@H]1[C@@H](c2ccc(C#CC3CCCC3)cc2)[C@@H](CO)N1C(=O)c1cccc(F)c1 | -3.5
COC(=O)[C@@]12C[C@@H](CC(=O)NCc3cccc(C(F)(F)F)c3)C(=O)N(Cc3ccco3)C1=CCC(C)(C)C2 | 0.4
CN(C)CC(=O)N1[C@@H](C#N)[C@@H](c2ccccc2-c2cccc(C(=O)N(C)C)c2)[C@@H]1CO | -0.3
CN(C)C(=O)c1cccc(-c2ccccc2[C@@H]2[C@@H](CO)N(C(=O)C3CCC3)[C@H]2C#N)c1 | 0.4
C[C@@H]1COc2cccc(N3CCCCC3)c2S(=O)(=O)N1 | -0.7
COCC(=O)N1[C@H](CO)[C@H](c2ccccc2)C12CN(C(=O)Cc1ccccn1)C2 | -0.1
CC1(C(=O)Nc2ccc3c(c2)OCCO3)CSCC(=O)N1C1CC1 (centres undefined) | 0.5
COCC(=O)Nc1ccc2c(c1)OC[C@H](C)N(Cc1cccc(F)c1)C[C@H](C)[C@@H](OC)CN(C)C2=O | 1.2
COc1ccc2c3c(n(C)c2c1)[C@H](CO)N(S(=O)(=O)c1ccccc1)CC31CCN(C)CC1 | 0.5
CC(C)(C)[Si](C)(C)OC[C@@H]1[C@H]2c3ccccc3O[C@]1(C)NC(=S)N2C(=O)c1ccccc1 | -0.9
CC(=O)c1ccc(N2CCN(C(=O)c3ccc4c(=O)[nH]c5c(C(=O)NC6CCCC6)sc(=S)n5c4c3)CC2)cc1 | 1.1
CC(=O)Nc1cccc(-c2nc3ccccc3n2C(C(=O)NC(C)(C)C)C2CC2)c1 (centres undefined) | 0.9
CCCNC(=O)[C@H]1[C@H](CO)[C@H]2Cn3c(ccc(-c4cccc(OC)c4)c3=O)[C@@H]1N2CC | -6.5
CCCNC(=O)N1CC2(C1)CN(C(=O)COC)[C@@H](CO)c1[nH]c3cc(OC)ccc3c12 | -0.9
COc1ccc(-c2cn(CC(=O)N3CCC4(CC3)C(=O)NCN4c3ccccc3)nn2)cc1OC | 0.2
CCCCNC(=O)C1c2ccccc2OCC(=O)N1Cc1ccccn1 (centres undefined) | 0.5
CC=Cc1ccc2n(c1=O)C[C@@H]1[C@@H](CO)[C@H](C(=O)Nc3ccccc3)N(CC)[C@H]21 (mixture of isomers) | 0.0
CCS(=O)(=O)N1CCC2(CC1)CN(C(=O)c1cccc(F)c1)[C@@H](CO)c1c2c2ccc(OC)cc2n1C | 0.3
Cc1cc2c(cc1C)-n1nnnc1C(N(C)Cc1ccccc1)C(=O)N2 (centres undefined) | 3.7
COc1ccccc1CN1[C@H](CO)[C@H](c2ccccc2)C12CN(C(C)=O)C2 | -0.2
Cc1cc(N2CCNC[C@@H]2C)ccc1N1CCN[C@H](C)C1 | -1.7
CCOc1cc(OCC)cc(C(=O)N2CCC[C@H]2C(=O)N2CCC[C@H]2C(=O)N(C)Cc2ccccc2)c1 | -1.2
COc1ccc(C(=O)C(=O)N2CCC(Cc3ccccc3)CC2)cc1OC | 0.9
C[C@H](CO)N1C[C@H](C)[C@H](CN(C)S(=O)(=O)c2ccc(Cl)cc2)Oc2ccc(NC(=O)Nc3ccc(C(F)(F)F)cc3)cc2CC1=O | 0.7
CCCNC(=O)N1[C@H](CO)[C@H](c2ccccc2C2=CCCC2)[C@@H]1C#N | -13
Cc1cnc(-c2nc3ccccc3n2C(C(=O)NC(C)(C)C)c2ccncc2)cn1 (centres undefined) | 0.2

Part of the list above in order of formula weight, smallest number first.
SMILES | TcdB GH inh
Cc1cc(N2CCNC[C@@H]2C)ccc1N1CCN[C@H](C)C1 | -1.7
CCCCNC(=O)C1c2ccccc2OCC(=O)N1Cc1ccccn1 (centres undefined) | 0.5
COc1ccccc1CN1[C@H](CO)[C@H](c2ccccc2)C12CN(C(C)=O)C2 | -0.2
Cc1cnc(-c2nc3ccccc3n2C(C(=O)NC(C)(C)C)c2ccncc2)cn1 (centres undefined) | 0.2
C[C@H](CO)N1C[C@H](C)[C@H](CN(C)S(=O)(=O)c2ccc(Cl)cc2)Oc2ccc(NC(=O)Nc3ccc(C(F)(F)F)cc3)cc2CC1=O | 0.7

Further compounds.
SMILES | TcdB GH inh
COc1cccc(C#Cc2ccc([C@@H]3[C@H]4CN(C(=O)C5CC5)CC(=O)N4[C@H]3CO)cc2)c1 | 1.0
COc1cccc(-c2ccc(C3[C@@H]4CN(C(=O)C5CCCCC5)C[C@H]3N4)cc2)c1 (some centres undefined) | -9.3&-1.1
CO[C@H]1CN(C)C(=O)c2cc(NC(=O)CC(F)(F)F)ccc2OC[C@@H](C)N(C(=O)C2CCCCC2)C[C@@H]1C | -2.4
CC(C)(C)C(C(=O)NCc1ccccc1)N1CCN(CCN2CCOCC2)CC1 (centres undefined) | -1.2
CCCCn1nnnc1C(c1cc2ccccc2o1)N1CCN(CC(=O)NC(C)C)CC1 (centres undefined) | 1.0
CC=Cc1ccc2n(c1=O)C[C@@H]1[C@@H](CO)[C@H](C(=O)NCC3CC3)N(C(C)=O)[C@H]21 (mixture of isomers) | 0.6
Cc1ccccc1-c1ccc([C@@H]2[C@H](CO)N3C(=O)CN(C(=O)c4ccncc4)C[C@@H]23)cc1 | -1.1
O=C(c1ccc(F)cc1)N1CC(=O)N2[C@@H](CO)[C@H](c3ccc(-c4ccccc4F)cc3)[C@@H]2C1 | 0.2
CCCC#Cc1ccc([C@H]2[C@@H](CO)N3C(=O)CN(C(=O)Nc4ccc(F)cc4)C[C@H]23)cc1 | 0.1
COc1cc(CN2CC3(CN(C(=O)Nc4cccc(F)c4)C3)c3c(n(C)c4cc(OC)ccc34)[C@@H]2CO)cc(OC)c1 | -0.7
CC(C)CC#Cc1ccc([C@@H]2[C@H]3CN(C(=O)Nc4cc(F)ccc4F)CC(=O)N3[C@H]2CO)cc1 | 0.1
COc1ccc2c3c([nH]c2c1)[C@@H](CO)N(Cc1nccs1)CC31CCN(C(=O)C2CCCC2)CC1 | -0.2
O=C(NCc1ccccc1)C(c1ccc(C(F)(F)F)cc1)N1CCN(CCN2CCOCC2)CC1 (centres undefined) | -3.9
COc1ccc2c3c([nH]c2c1)[C@@H](CO)N(C(=O)CN(C)C)CC31CCN(Cc2cncnc2)CC1 | -3.4
COc1ccc2c3c(n(C)c2c1)[C@@H](CO)NCC31CN(C(=O)Nc2ccccc2F)C1 | -2.3
C[C@H](CO)N1C[C@H](C)[C@H](CN(C)S(=O)(=O)c2ccccc2)Oc2ccc(NC(=O)Cn3cnnn3)cc2C1=O | -0.4
Cc1ccc(S(=O)(=O)NC[C@H]2CC[C@@H]3[C@@H](CN3Cc3cc(-c4ccccc4)on3)O2)cc1 | -0.1
COc1ccc2c3c([nH]c2c1)[C@@H](CO)N(Cc1cc(F)ccc1F)CC31CCN(C(=O)C2CCC2)CC1 | 0.3
COc1ccc(CN(C)C[C@@H]2OCCCC[C@H](C)Oc3ccc(NS(=O)(=O)c4ccc(OC)cc4)cc3C(=O)N([C@@H](C)CO)C[C@H]2C)cc1 | -3.5
CCCCCCCCN1C(=O)[C@@H](CC(=O)NCCCN2CCCC2=O)C[C@@]2(C(=O)OC)C1=C[C@H](C1CCCC1)O[C@@H]2C | 0.3
COCC(=O)N1[C@H](CO)[C@@H](c2ccccc2-c2ccccc2F)[C@@H]1C#N | 1.8
O=C(C1CCCCC1)N1CC2(C1)[C@H](c1ccccc1)[C@H](CO)N2Cc1ccccc1F | -2.7
CC(C)C(C(=O)NCc1ccccc1)N(C)Cc1ccc(Cl)c(Cl)c1 (centres undefined) | -0.3
COCCNC(=S)N1C[C@H]2CON(C)[C@H]2C[C@H]1c1ccccc1Br | -11
COCC(=O)N1CC(=O)N2[C@H](CO)[C@@H](c3ccc(C#Cc4cccnc4)cc3)[C@@H]2C1 | 0.9
c1cc(-c2ccc(C3[C@H]4CNC[C@@H]3N4CC3CCOCC3)cc2)ccn1 (some centres undefined) | 1.2
C=CCOC(=O)c1oc(COC[C@@H](NC(=O)N(C)Cc2ccccc2)c2ccccc2)c(C(=O)OC)c1C(=O)OC | -1.3
CC1(C(=O)Nc2ccc3c(c2)OCCO3)CSCC(=O)N1C1CCN(Cc2ccccc2)CC1 (centres undefined) | 0.9
CCCNC(=O)N1CC2(CCN(C(=O)C3CCCC3)CC2)c2c([nH]c3cc(OC)ccc23)[C@@H]1CO | 0.9
O=C1CN(Cc2ccccc2)C[C@H]2[C@H](c3ccc(-c4ccccc4F)cc3)[C@@H](CO)N12 | 0.2
COC(=O)C1=C(C)N(Cc2ccc(Br)cc2)C(=S)NC1c1cccc(Br)c1 (centres undefined) | 1.1

A portion of the library; rates above refer to the full screens.
